PV pol inh: poliovirus RNA polymerase inhibition | % elongation, % (compound at 16.7 µg/mL) | AID 588519 | P03300 | poliovirus polymerase elongation, fluorescence polarization; active compounds read low | 0.66% of 150,000 active; in the data active = % elongation below about 90%; note: some results filed as inactive read as strong as hits
Target sequence (P03300 1749-2209 limits assumed): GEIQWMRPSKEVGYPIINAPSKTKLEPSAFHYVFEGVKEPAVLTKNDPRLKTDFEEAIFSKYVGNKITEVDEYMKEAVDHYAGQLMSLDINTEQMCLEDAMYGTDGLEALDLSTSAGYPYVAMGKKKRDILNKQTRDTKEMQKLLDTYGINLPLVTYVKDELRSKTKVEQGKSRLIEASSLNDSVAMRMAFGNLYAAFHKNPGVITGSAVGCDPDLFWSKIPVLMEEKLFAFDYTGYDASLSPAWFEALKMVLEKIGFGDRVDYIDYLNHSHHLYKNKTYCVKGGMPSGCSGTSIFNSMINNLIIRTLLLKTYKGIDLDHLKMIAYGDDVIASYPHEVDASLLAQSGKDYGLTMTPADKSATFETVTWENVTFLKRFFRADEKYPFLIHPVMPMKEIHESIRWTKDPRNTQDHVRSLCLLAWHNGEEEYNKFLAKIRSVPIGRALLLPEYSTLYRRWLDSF
PV pol inh FP z-score: recorded beside PV pol inh, whose call it bears; z-score; measured here: FP z-score; hits read low
Starred values were filed as active, the others as inactive; & = joins results of further samples. The list is partial. The share of hits here may be higher or lower than overall.

SMILES	PV pol inh	PV pol inh FP z-score
O=C(CN1C(=O)COc2ccc(S(=O)(=O)N3CCCCCC3)cc21)N1CCN(c2ccccc2)CC1	104	-0.3
CSc1ncccc1C(=O)OCc1cccc(C(F)(F)F)c1	99	-0.8
CC1(C)CNC(=O)c2sc(NC(=O)c3ccccc3Cl)nc2C1	101	-0.5
Cc1ccc(CNc2ccc3c(c2)ncn3C2CCCCC2)cc1	100	-0.3
CCOc1ccc(OCCCCN(C)C)cc1	101	0.1
CC(=O)N1CCCc2cc(S(=O)(=O)N3CCC(C(=O)NCc4ccccc4)CC3)ccc21	110	0.6
CC(C)c1ccc(CNC(=O)c2ccc(=O)[nH]c2)cc1	98	-0.3
Cc1c2c(n3c(nc4ccccc43)c1C#N)N(Cc1cccnc1)CC2	98	-0.7
O=C(Cc1ccccc1)N=Nc1c(O)[nH]c2ccccc12	100	-0.5
COc1cc2c(cc1O)C(C)NCC2 (stereo not given)	100	0.1
CCCN1Cc2cccc(C(=O)Nc3ccc(S(=O)(=O)N4CCCCCC4)cc3)c2C1=O	99	-1.3
O=C(OCC(=O)N(Cc1ccccc1)C1CCS(=O)(=O)C1)c1ccc(-n2cnnn2)cc1 (stereo not given)	103	0
CC(=O)c1ccc(NC(=O)CC2Oc3ccc(C)cc3NC2=O)cc1 (stereo not given)	105	0.3
Cc1cc(C(F)(F)F)nc(SCCNC(=O)c2ccccc2F)n1	104	0.6
Cc1cc(-n2c(SCC(=O)N3CCCC3)nc3n[nH]c(C)c3c2=N)ccc1Cl	102	0.6
Cc1ccc(C)c(Oc2ncnc3c2oc2ccccc23)c1	97	-1
O=C(c1cc(-c2ccc(O)cc2)on1)N1CCN(c2ccccc2)CC1	104	0.1
CN(C)c1ccc(C2N(Cc3ccccc3)CCN2Cc2ccccc2)cc1	106	0.3
Cc1cc(C)n(C(=O)CNc2cccc(Cl)c2C)n1	105	0.1
Cc1nc(N2CCN(C(=O)c3ccco3)CC2)[nH]c(=O)c1Cc1cccc(Cl)c1	103	0.5
CCOC(=O)c1cc2c(c(CSc3cccc(C(F)(F)F)c3)c1)OCOC2	101	-0.3
Cc1ccc(Nc2c(-c3ccc(N4CCOCC4)cc3)nc3ccc(C)cn23)cc1	102	-0.2
CCOc1ccc(CNC(=O)C2CCCN(c3nc4c(C)cc(C)cc4s3)C2)cc1 (stereo not given)	111	1.5
CCC(C)NC(=O)CCc1c(C)nc2cc(-c3ccc(OC)cc3OC)nn2c1C (stereo not given)	107	0
CCOC(=O)C1CCN(C(=O)COc2ccc(S(=O)(=O)N3CCCCC3)cc2Cl)CC1	106	1.9
O=C(NC(Cc1c[nH]c2ccccc12)C(=O)O)c1cccs1 (stereo not given)	101	0
Cc1nn(-c2ccccc2)nc1C(=O)NC1CCS(=O)(=O)C1 (stereo not given)	104	0.4
Cc1ccc(-c2cn3c(n2)sc2cc(C(=O)NC4CCCCCC4)ccc23)cc1	104	-0.3
COc1cccc(C(=O)NCc2cn3ccccc3n2)c1	109&107	0&1.4
COc1ccc(NC(=O)c2cccc(C)c2)c(OC)c1	108	0.5

Arranged by heavy-atom count (smallest number first): 3 of the compounds above.
SMILES	PV pol inh	PV pol inh FP z-score
COc1ccc(NC(=O)c2cccc(C)c2)c(OC)c1	108	0.5
Cc1ccc(Nc2c(-c3ccc(N4CCOCC4)cc3)nc3ccc(C)cn23)cc1	102	-0.2
CCOC(=O)C1CCN(C(=O)COc2ccc(S(=O)(=O)N3CCCCC3)cc2Cl)CC1	106	1.9

The results go on.
SMILES	PV pol inh	PV pol inh FP z-score
Cc1ccc(C)c(-n2c(CCC(=O)O)ccc2-c2ccc(Cl)cc2)c1	112	0.2
Cc1ccc(-n2c(SCc3ccccc3C)nc3[nH]ncc3c2=O)cc1C	101	-0.4
Cc1ccc(C)c(NC(=O)CSc2c3c(nc4ccc(Cl)cc24)CCCC3)c1	103	-0.3
O=C(NC1CCCCC1O)c1ccccc1C(F)(F)F (stereo not given)	102	0
COc1ccc(C(CNc2ncnc3sccc23)N2CCCC2)cc1 (stereo not given)	112	1.5
Cc1cc(C)cc(NC(=O)N2CCC(CN3CCCCC3)CC2)c1	99	-1
COc1cc(/C=C2\N=C(SC)SC2=O)cc(OC)c1OC(C)=O	101	0.1
CCN(CC)C(=O)CSc1nnc(COc2cccc(OC)c2)n1CC	106	1.4
CC(C)C(c1nnnn1C1CCCC1)N1CCOCC1 (stereo not given)	102	0
Cc1ccc(S(=O)(=O)N2CCCc3cc(NS(=O)(=O)c4ccc(F)c(C)c4)ccc32)cc1	104	-0.2
Cc1cc(C2=NNC(=Nc3ccccc3)SC2)c(C)n1Cc1ccco1	96	-1.1
Cc1cc(NC(=O)CSc2nc3ccsc3c(=O)n2CCCC(=O)NCc2ccc3c(c2)OCO3)n[nH]1	103	1.2
O=C(O)c1ccc2c(c1)-c1ccccc1C2	104	0.1
COCCCNC(=O)C1CCCN(S(=O)(=O)c2ccc3c(c2)oc(=O)n3C)C1 (stereo not given)	111	0.8
COc1ccc(-c2nc(CSc3nc(C)c(C)n3C3CCCC3)cs2)cc1OC	102	0.1
CC(C)N(Cc1ccccc1)C(=S)NCCN1CCOCC1	99	-0.3
CCNC(=S)Nc1ccc(NC(=S)NCC)cc1	99	-0.8
Cc1csc(SCC(=O)NN2C(=O)NC3(CCCCC3)C2=O)n1	100	-0.4
CC1=C(C#N)C(c2cccnc2)C2=C(CC(c3ccc(Cl)cc3)CC2=O)N1 (stereo not given)	99	-0.3
CN(C)c1cccc(C(=O)OCC(=O)c2cc3ccccc3o2)c1	110	0.6
COc1ccc(C)cc1NS(=O)(=O)c1cc2c3c(c1)CC(=O)N3CCC2	110	0.6
Clc1ccc(-c2csc(-c3nc(-c4ccc(Br)s4)cs3)n2)cc1	107	0.2
CC(=O)Nc1cccc(C(=O)N(C)c2ccccc2)c1	101	0.3
Cc1cc(=O)n(CCO)c(=O)[nH]1	101	-0.3
CC1CC(C)(C)CC2(C1)NC(=O)N(Cc1cccc(S(=O)(=O)N(C)C)c1)C2=O (stereo not given)	109	1.4
COc1ccc(-c2noc(-c3cccnc3NCc3ccco3)n2)cc1	119	2.4
CC(C)c1ccc(NC(=O)CSC2=Nc3ccccc3C3=NC(CC(=O)NCc4ccc(F)cc4)C(=O)N23)cc1 (stereo not given)	105	-0.4
CCOC(=O)c1nn(-c2cc(C(=O)OC)cc(C(=O)OC)c2)cc1O	108	0.1
Cc1noc(C)c1CCOC(=O)c1cc(-c2ccc(Br)cc2)nc2ccccc12	101	-0.2
Cc1cc(C)nc(NC(=O)/C=C/c2ccccc2Cl)n1	101	0.1
CCOC(=O)c1[nH]c(C)c(CC(C)C)c1C	105	0.1
O=C(c1ccco1)N1CCN(C(c2ccccc2)c2sc3ncnn3c2O)CC1 (stereo not given)	101	-0.3
C=CCN(CC=C)S(=O)(=O)c1ccc(C(=O)Nc2nc3c(s2)CC(C)CC3)cc1 (stereo not given)	98	-0.7
CC(=O)CC(c1ccc([N+](=O)[O-])cc1)c1c(O)c2ccccc2oc1=O (stereo not given)	101	0.3
O=C(NCC(c1ccccc1)c1ccccc1)c1nn(-c2ccccc2Cl)nc1CO	104	-0.6
COc1cc(NC(=O)c2nc3nc(C)cc(C(F)F)n3n2)c(OC)cc1Cl	109	1
O=C(c1ccccc1)c1nnc(-c2ccccc2)o1	105	0.5
Cc1cc(C(=O)CSc2nc(N)cc(N)n2)c(C)n1C	107	0.4
C=CCN1C(=O)c2[nH]nc(-c3ccccc3O)c2C1c1ccc(O)cc1 (stereo not given)	100	-1.4
Cc1ccc(Nc2cc(C)nn2-c2ccccc2)cc1	101	0
Cc1ccc(C)n1-c1ccc(C(=O)N2CCC(=O)CC2)cc1	99	0.1
Cc1cccc(-c2cc(C(=O)N3CCN(C(=O)c4ccco4)CC3)c3ccc(Cl)c(C)c3n2)c1	104	1.9
Cc1ccc(Cl)cc1-n1ncc2c(N3CCC(C(N)=O)CC3)ncnc21	103	-0.6
CC1CN(CC(=O)Nc2c(Cl)cccc2Cl)CC(C)O1 (stereo not given)	105	0.2
CCOC(=O)c1cc(-c2ccccc2)n(CC(=O)Nc2ccccc2OCC)c1C	106	0.3
NC(=O)c1ccc2ccccc2c1	98	-0.6
CC/C(=N\N=c1/sc2ccccc2n1C)c1ccc(OC)c(OC)c1	96	-0.6
Cc1ccc(-c2nnc(SCC(=O)NCc3ccccc3)nc2-c2ccc(C)cc2)cc1	110	0.2
C=CCSc1nnc(-c2cccnc2)n1Cc1ccccc1	102	0.2
COc1cc(CSc2nnnn2-c2ccc(C)cc2C)cc(OC)c1OC	103	-0.1
COc1cc(NC(=O)CN2CCN(CC(=O)Nc3ccc(F)cc3)CC2)cc(OC)c1	99	-1.9
CCCn1c(SCc2c(C(=O)OCC)oc3ccccc23)nnc1-c1ccncc1	104	-0.1
COc1ccc(C(=O)n2ccc(-c3cccs3)n2)cc1OC	100	-0.2
Cc1c(NC(=O)c2cc(-c3ccc(F)cc3)on2)c(=O)n(-c2ccccc2)n1C	110	1
O=C(Nc1ccc(I)cc1C(=O)NCCN1CCOCC1)c1ccco1	101	-0.1
O=C1NC2(CCCC2)N=C1c1ccccc1	104	0.7
O=C(O)C1(c2ccccc2)CC1	98	-0.7
COc1ccc(NC2=Nc3ccccc3CC2)cc1	100	-0.2
C=CCSc1nc(Nc2ccc(Cl)cc2)c2cnc(N3CCOCC3)nc2n1	101	0
CN(CCc1ccccn1)Cc1ccccn1	99	-0.3
Carrying on:
SMILES	PV pol inh	PV pol inh FP z-score
COc1ccc2c(c1)CCc1c(C(=O)Nc3cnn(Cc4ccc(F)cc4)c3)noc1-2	103	0.3
O=C(c1ccc(C(F)(F)F)cc1)n1ccc(-c2cccs2)n1	105	0
Cc1cc(C(=O)COc2cccc3c2OC(C)(C)C3)c(C)n1C1CC1	100	-0.5
CC1CCC(OC(=O)CCC(=O)Nc2ccc(Br)cc2)CC1 (stereo not given)	104	0.2
CN(c1ccccc1)S(=O)(=O)c1cc(C(=O)NCCCN2CCOCC2)ccc1Cl	102	-0.1
O=C(NCc1cccc(Br)c1)C1CCN(C(=O)c2sccc2-n2cccc2)CC1	114	1
CCOc1ccccc1CNc1ncnc2onc(-c3ccc(F)cc3)c12	110	0.5
CC(C)N(C(=O)Cn1c(-c2ccco2)nc2ccccc21)c1ccccc1	102	0.2
COc1ccc(-c2noc(-c3ccccc3)n2)cc1	102	0.1
CC(=O)Nc1cccc(Nc2nc3ccccc3n3c(C)nnc23)c1	105	-0.2
CCN(CC)CCNc1ccc2nnc(CCNC(=O)c3ccc(C)cc3)n2n1	102	0.3
CCS(=O)(=O)N1CC(=O)N(c2cccc(Cl)c2C)C(C)(C(=O)NC2CCCCC2)C1 (stereo not given)	102	-0.9
CC(C)OC(=O)c1ccc(COC(=O)CCc2nc3ccccc3[nH]c2=O)cc1	100	0.1
NC(=O)c1cc[n+](CC(=O)N2CCCCCC2)cc1	102	0.4
COc1cc(C2CC(=O)Nc3c2c(C)nn3-c2nncc(-c3ccc(C)cc3)n2)cc(OC)c1OC (stereo not given)	115	1.4
C[n+]1cc(-c2ccc3ccccc3n2)cc2ccccc21	99	-0.4
CCN(CC)CCNC(=O)c1cc2c(=O)[nH]c3ccc(C)cc3c2s1	99	-2.1
CCN(CC)c1nc(Nc2ccc(Cl)cc2)nc(OCC#N)n1	101	-0.1
CCn1cc(NC(=O)NC2CCc3ccccc32)c(=O)c2ccc(C)nc21 (stereo not given)	102	0
COc1ccc(S(=O)(=O)c2cnc(SCC(=O)Nc3cc(F)ccc3C)[nH]c2=O)cc1Cl	107	0.4
COc1ccc(NC(=O)C2c3ccccc3C(=O)N3CCCCC23)cc1OC (stereo not given)	100	-0.3
CCCn1c(=O)n(C)c(=O)c2c(SC(C(=O)NC(N)=O)C(C)C)nc(CC(C)C)nc21 (stereo not given)	105	0.3
O=C(Cn1nc(-c2ccccc2)ccc1=O)Nc1ccc(N2CCN(C(=O)c3ccccc3)CC2)cc1	101	0
CC1=C(c2ccc(C)c(C)c2)S(=O)(=O)NC1=O	99	-0.4
O=C(CC1CCCC1)OCc1ccc(Cl)cc1	101	-0.1
Cc1cc(C(=O)Nc2cccc(OC(C)C)c2)c(C)o1	100	-0.5
OC(COc1ccccc1)CN1CCCCC1 (stereo not given)	104	0.1
CCn1cc(CCCC(=O)NCCN2CCN(C)CC2)c2ccccc21	103	0
CCCc1nc(NC2CCCCC2)c(C#N)c2c1CCCC2	102	0
CN(C(=O)c1nc2ccccc2nc1Cl)C1CCCCC1	102	0.2
Cc1ccc(C)c2sc(N3CCN(C(=O)C(C)(C)C)CC3)nc12	100	-1.8
Cc1ccccc1-c1nnn(CC(=O)c2ccc(S(=O)(=O)N3CCCC3)cc2)n1	107	0.8
CCO/C(C)=N\Oc1nc2nonc2nc1O/N=C(/C)OCC	102	-0.2

By substructure: the compounds so far with an NH in an aromatic ring
SMILES	PV pol inh	PV pol inh FP z-score
CC(C)c1ccc(CNC(=O)c2ccc(=O)[nH]c2)cc1	98	-0.3
O=C(Cc1ccccc1)N=Nc1c(O)[nH]c2ccccc12	100	-0.5
Cc1cc(-n2c(SCC(=O)N3CCCC3)nc3n[nH]c(C)c3c2=N)ccc1Cl	102	0.6
Cc1nc(N2CCN(C(=O)c3ccco3)CC2)[nH]c(=O)c1Cc1cccc(Cl)c1	103	0.5
O=C(NC(Cc1c[nH]c2ccccc12)C(=O)O)c1cccs1 (stereo not given)	101	0
Cc1ccc(-n2c(SCc3ccccc3C)nc3[nH]ncc3c2=O)cc1C	101	-0.4
Cc1cc(NC(=O)CSc2nc3ccsc3c(=O)n2CCCC(=O)NCc2ccc3c(c2)OCO3)n[nH]1	103	1.2
Cc1cc(=O)n(CCO)c(=O)[nH]1	101	-0.3
CCOC(=O)c1[nH]c(C)c(CC(C)C)c1C	105	0.1
C=CCN1C(=O)c2[nH]nc(-c3ccccc3O)c2C1c1ccc(O)cc1 (stereo not given)	100	-1.4
CC(C)OC(=O)c1ccc(COC(=O)CCc2nc3ccccc3[nH]c2=O)cc1	100	0.1
CCN(CC)CCNC(=O)c1cc2c(=O)[nH]c3ccc(C)cc3c2s1	99	-2.1
COc1ccc(S(=O)(=O)c2cnc(SCC(=O)Nc3cc(F)ccc3C)[nH]c2=O)cc1Cl	107	0.4

Assay outcomes: PubChem, ICCB-Longwood Screening Facility, Harvard Medical School
